Compound activity as filed in PubChem.
Pin1 inhibitor – qHTS Assay to Find Inhibitors of Pin1. Pin1 FP peptide displacement, HiFluor488, 10 min. Potency, µM (titrated, usually from 115 µM), inactives show at the top dose activity, negative = inhibition, usual class: inhibitors. 390,000 tested, 0.009% active. AID 504891, 2011; active = well fitted inhibition curve with a large enough effect in the polarisation, with a control signal flat, not every such curve was filed as active; inconclusive = small, poorly fitted or top-dose-only effect, or effect the other way, or a change in a side signal; inactive = no such curve, though single readings can be large or run the other way; the % refers to the polarisation; also: potency is read from the fitted curve at half-maximal effect; % is scaled to controls: 0 for no effect and ±100 for the full control effect
Target sequence (Q13526 whole entry, looked up): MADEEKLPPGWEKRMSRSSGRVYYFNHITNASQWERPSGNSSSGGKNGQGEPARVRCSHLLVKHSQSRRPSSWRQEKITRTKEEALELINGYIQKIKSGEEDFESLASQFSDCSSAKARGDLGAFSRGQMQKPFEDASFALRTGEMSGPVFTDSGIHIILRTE
BAZ2B block – qHTS Assay for Inhibitors of BAZ2B; Bromodomain adjacent to zinc finger domain protein 2B (Homo sapiens), Q9UIF8; AlphaScreen BAZ2B-H3K14Ac peptide displacement; Potency, µM (highest dose often 114 µM), for inactives: at the top dose activity change, negative = inhibition, hits mostly inhibitors; 360,000 tested, 4.4% active; AID 504333, 2011; also: potency is read from the fitted curve at half-maximal effect; % is scaled to controls: 0 for no effect and ±100 for the full control effect; nearly all actives have a fitted effect of over 60% in size
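Multi-concentration screen (max 110 uM) measuring displacement of acetylated histone H3 peptide from BAZ2B by AlphaScreen, using 50 nM protein, 50 nM peptide and 10 ug/mL streptavidin donor plus Ni-chelate acceptor beads.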
JMJD2A Tudor – qHTS Assay for Inhibitors of JMJD2A-Tudor Domain; AlphaScreen JMJD2A-Tudor / H3K4me3 peptide binding; Potency, µM (highest dose often 114 µM), without a hit: at the highest dose activity change, negative = inhibition, most hits filed as inhibitors; 390,000 tested, 4.4% active; also: potency is read from the fitted curve at half-maximal effect; % is scaled to controls: 0 for no effect and ±100 for the full control effect; nearly all actives have a fitted effect of over 50% in size
G9a inh – qHTS Assay for Inhibitors of Histone Lysine Methyltransferase G9a; Histone-lysine N-methyltransferase EHMT2 (Homo sapiens), Q96KQ7; G9a H3K9 monomethylation, AlphaScreen, 2 h; Potency, µM (highest dose often 102 µM), for the others: at the highest dose activity, negative = inhibition, actives largely listed as inhibitors; 350,000 tested, 8.8% active; also: potency is read from the fitted curve at half-maximal effect; % is scaled to controls: 0 for no effect and ±100 for the full control effect; nearly all actives have a fitted effect of over 75% in size
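Signal arises when biotinylated H3K9 peptide, once monomethylated, bridges streptavidin donor and antibody-captured acceptor beads. Enzyme at 20 nM was preincubated 15 min with test compounds; peptide 500 nM and SAM 20 uM then reacted for 2 h.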
PI4K2A inh – qHTS for small molecular inhibitors of PI4K2A. Phosphatidylinositol 4-kinase type 2-alpha (Homo sapiens), Q9BTU6. purified PI4K2A, ADP-Glo luminescence, 1 h; active compounds read low. activity change, negative = inhibition, % at 76.9 µM. 420,000 tested, 0.13% active; in the data active = activity change below about -50%; inconclusive = mostly about -30% to -49%;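 also: -100% = wells without enzyme as full effect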
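PI4K2A activity was measured by ADP-Glo luminescence: enzyme (4 ug/mL stock) and phosphatidylinositol (1.2 mM stock) in Tris pH 7.5/MgCl2/EGTA/Triton X-100 buffer were reacted with ATP (300 microM stock) for one hour at ambient temperature.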
POLH inh – qHTS for Inhibitors of Polymerase Eta. recombinant Pol eta, fluorescent DNA replication assay. DNA polymerase eta (Homo sapiens), Q9Y253. Potency, µM (titrated, usually from 114 µM), for inactives: top-dose activity change, negative = inhibition, actives largely listed as inhibitors. 390,000 tested, 1.2% active. AID 588591, 2011; also: potency is read from the fitted curve at half-maximal effect; % is scaled to controls: 0 for no effect and ±100 for the full control effect
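Pol eta at 10 nM preincubated with compounds 15 min at room temperature; reaction started with fluorescent substrate (50 nM final) and read kinetically at 0 and 10 min.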
HP1b chromo inh – HTS for Inhibitors of HP1-beta Chromodomain Interactions with Methylated Histone Tails; 390,000 tested, 0.56% active; AID 540317, 2011; Potency, µM (top dose mostly 114 µM), without a hit: at the highest dose activity change, negative = inhibition, most hits filed as inhibitors; AlphaScreen HP1-beta / biotin-H3K9me3 peptide binding; also: potency is read from the fitted curve at half-maximal effect; nearly all actives have a fitted effect of over 70% in size; inactives centre near 23
Target sequence (P83916 whole entry, looked up): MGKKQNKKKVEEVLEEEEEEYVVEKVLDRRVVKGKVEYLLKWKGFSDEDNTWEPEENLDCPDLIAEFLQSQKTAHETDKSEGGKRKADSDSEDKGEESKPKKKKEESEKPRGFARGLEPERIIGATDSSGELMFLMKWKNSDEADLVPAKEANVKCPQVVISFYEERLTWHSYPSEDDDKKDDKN
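Compound inhibition of the preformed complex between 50 nM HP1-beta and 50 nM biotinylated H3K9me3 peptide was read by AlphaScreen. Buffer was PBS pH 7.4 with 0.01% Tween-20. Incubations ran 30 min at room temperature, with 10 ug/mL donor/acceptor beads.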
GLS inh – qHTS for Inhibitors of Glutaminase (GLS) | Glutaminase kidney isoform, mitochondrial (Homo sapiens), O94925 | GLS enzymatic activity, qHTS titration | Potency, µM (series often up to 45.5 µM), without a hit: top-dose activity change, negative = inhibition, actives largely listed as inhibitors | 410,000 tested, 0.21% active | AID 624170, 2012; also: potency is read from the fitted curve at half-maximal effect; % is scaled to controls: 0 for no effect and ±100 for the full control effect
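Enzyme dispensed in phosphate buffer (45 mM, pH 8.2, 0.02% Tween-20), compounds pinned in, then 1 mM L-glutamine solution and the glutamate oxidase–HRP–Amplex Red mix added; fluorescence read immediately and again after 30 min at room temperature.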
PGK inhibitor – qHTS Assay to Find Inhibitors of Phosphoglycerate Kinase. Phosphoglycerate kinase, glycosomal (Trypanosoma brucei brucei), P07378. PGK/GAPDH coupled, Kinase-Glo luminescence, 60 min. Potency, µM (highest dose often 57.5 µM), inactives show top-dose activity change, negative = inhibition, actives largely listed as inhibitors. 380,000 tested, 0.043% active. AID 602233, 2012; also: potency is read from the fitted curve at half-maximal effect; % is scaled to controls: 0 for no effect and ±100 for the full control effect; nearly all actives have a fitted effect of over 60% in size
Target sequence (P07378 whole entry, looked up): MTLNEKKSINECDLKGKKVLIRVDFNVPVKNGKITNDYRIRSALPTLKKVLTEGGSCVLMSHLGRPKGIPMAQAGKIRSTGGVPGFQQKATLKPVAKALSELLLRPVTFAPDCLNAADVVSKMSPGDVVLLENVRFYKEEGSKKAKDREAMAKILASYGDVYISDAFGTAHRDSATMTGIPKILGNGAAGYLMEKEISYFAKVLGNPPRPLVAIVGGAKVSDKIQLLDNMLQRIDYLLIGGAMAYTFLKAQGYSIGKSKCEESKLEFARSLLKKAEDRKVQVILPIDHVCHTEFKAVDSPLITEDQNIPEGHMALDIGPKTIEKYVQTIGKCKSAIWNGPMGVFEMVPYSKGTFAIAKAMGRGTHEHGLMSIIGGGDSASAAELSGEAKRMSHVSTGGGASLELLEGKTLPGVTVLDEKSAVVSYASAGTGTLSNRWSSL
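Recombinant glycosomal PGK reaction used 1,3-bisphosphoglycerate generated in-well by GAPDH (100nM final) in 100mM TEA pH 7.6, 5mM MgCl2, 0.01% Tween-20. After 60 minutes at room temperature, ATP was read by Kinase-Glo Plus luminescence end-point.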
Active calls of the source: *; i = inactive; u = inconclusive; x = not tested or not shown; & = joins results of further samples; [ ] = another dose, or the depositor's remark. Unless noted, calls follow the shape of the dose curve; as a rule, active = well fitted curve in the direction sought with a large enough effect; inconclusive = small, poorly fitted or top-dose-only effect, or another doubt; inactive = no such curve, though single readings can be large; an effect the other way counts as inactive or inconclusive.

SMILES	Pin1 inhibitor	BAZ2B block	JMJD2A Tudor	G9a inh	PI4K2A inh	POLH inh	HP1b chromo inh	GLS inh	PGK inhibitor
O=C(C1CCCN(S(=O)(=O)c2cccc3nsnc23)C1)N1CCC2(CC1)OCCO2 (stereo not drawn)	-7.3%	12.9%	4.4%	-2.6%[12.7 µM]	4.8	-18.4%	50.1%	-8.7%	-6.8%
COc1ccc(C(=O)N2CCCC2=O)cc1	-1.3%	-16.5%	-17.3%	-7.7%[59 µM]	0.5&-0.7&-3.7	-19.2%	23.7%	4.6%&-22.1%	-2.0%
Cn1cc(C(=O)N2CCOCC2)c2ccccc21	-9.5%	-20.0%	-13.4%	3.8%	-5.3	-8.6%	38.9%	-11.4%	-3.6%
COC(=O)Cn1cc(/C=C2\C(=O)NC(=O)N(c3ccc(OC)cc3)C2=O)c2ccccc21	u	-3.8%	4.2%	27.5%[0.501 µM]	-2.1	-18.0%	-5.2%	-43.1%	-1.1%
O=P(O)(Oc1ccccc1)OC(c1ccccc1)C(F)(F)C(F)(F)F (stereo not drawn)	-3.0%	-13.4%	-9.0%	-40.6%	-4.9	-1.4%	28.5%	2.6%	i
ClCCOCOCCCl	-2.2%	-1.6%	-4.8%	0.2%[0.501 µM]	-2.7	-10.3%	49.5%[activator]	-6.6%	-0.9%
COC(=O)C1=C(c2ccc(-c3ccccc3)c(F)c2)C[C@@H]2CC[C@H]1N2C(=O)NCCOc1ccc(OC)cc1	12.6%	-35.8%	u	-7.1%[2.33 µM]	0.3	-18.6%	15.2%	4.7%	-9.7%
COc1ccc2c(c1)c(C(=O)C(C)N1CCCCC1)c(C)n2C (stereo not drawn)	1.7%	12.4%	11.2%	6.0%	8.5	-12.7%	24.9%	-6.9%	-4.5%
CC(=NCc1ccc2c(c1)OCO2)c1c(O)n(Cc2ccccc2)c(=O)[nH]c1=O	u	-9.5%	-33.1%	-13.1%	-2.4	-25.7%	21.5%	3.8%	-9.4%
CCC(=O)N1N=C2C3CCN(CC3)C2C1c1ccccc1 (stereo not drawn)	3.1%	2.1%	-3.6%	6.9%[0.501 µM]	4.7	3.6%	8.4%	3.2%	-4.2%[11.5 µM]
COc1cccc(CNCCc2c[nH]c3ccccc23)c1	-8.7%	79.4µM*	3.55µM*	20.5%[2.33 µM]	-1.9	-10.6%	-24.9%	9.2%	2.3%
CCn1nc(-c2cccs2)nc2c(=O)n(C)c(=O)nc1-2	u	-11.5%	-8.6%	17.8µM*	-60.7*	0.794µM*	29.2%	-1.9%	u
CCN(CC)CCN=Cc1c(O)n(CCC2=CCCCC2)c(=O)[nH]c1=O	31.3%[activator]	-4.9%	-21.4%	-41.4%[12.7 µM]	7.7	9.6%	26.4%	0.7%	-6.3%
Cc1cccc(NC(=O)OC2CN3CCC2CC3)c1 (stereo not drawn)	0.1%	1.3%	5.0%	-11.9%	2.8	-12.7%	9.3%	-2.9%	-6.0%
CN1CCN(/N=C/c2c(O)n(C)c(=O)n(C)c2=O)CC1	-1.6%	-11.8%	-8.1%[57.1 µM]	28.2µM*	-0.4	-16.8%	17.6%	43.6%[activator]	7.6%
C#CCOCCOCCOCCNc1nc(N2CCN(C(=O)CCCCCCCCCCNC(=O)[C@H]([C@@H](C)CC)n3cc(CCCCN=C(N)N)nn3)CC2)nc(N2CCN(C(=O)CCCCCCCCCCNC(=O)[C@H](CO)n3cc(CCCCCN)nn3)CC2)n1	25.1%	50.1µM*	56.2µM*	-8.4%[2.33 µM]	2.9	79.4µM*	u	u	-2.9%
O=C1CC=C2C3CC4N(CCC45c4ccccc4N1C25)CC3=CCO (stereo not drawn)	-8.2%	x	-7.6%	x	-2.9	-13.8%	33.6%	3.3%	-2.1%
CCN1C(=O)C(=C2C=C(C)OC(C)=C2)C(=O)N(CC)C1=S	8.0%	-24.7%	-7.7%	-17.0%	4.7	-9.1%	21.8%	0.6%	8.2%
CC1CN(c2ccc([N+](=O)[O-])c(N3CCCCC3)c2)CCN1 (stereo not drawn)	-6.7%	-26.4%	u	x	10.9	-1.6%	-2.6%	0.4%	i
COC(=O)C1=C(c2cccc3c2S(=O)(=O)c2ccccc2-3)C[C@@H]2CC[C@H]1N2C(=O)N1CCOCC1	0.9%	1.1%	-5.6%	20.7%[2.33 µM]	2.0	-11.7%	40.8%[activator]	-3.9%	-7.7%
CCCCCn1c(=O)c(C(=O)Nc2ccccc2Cl)c(O)c2ccccc21	4.7%	8.4%	18.3%	35.5%	0.7	-16.0%	68.4%[activator]	-1.6%	3.0%
CCCCNC(=O)NC(C(N)=O)P(=O)(OCC)OCC (stereo not drawn)	-0.4%	8.0%	-3.0%	20.3%[12.7 µM]	-5.6	-12.4%	46.5%[activator]	0.3%	i
Cc1cc(N2C(=O)CC(N3CCC(n4c(=O)[nH]c5ccccc54)CC3)C2=O)no1 (stereo not drawn)	u	-0.4%	-17.8%[11.4 µM]	u	3.6	-9.0%	-4.3%	32.9%[activator]	2.9%
Nc1ccc2nc3c(c(Cl)c2c1)CCCC3	-7.8%	-29.4%	-7.6%	u	4.4	-7.3%	0.5%	u	i
CCC1(O)C(=O)OCc2c1cc1n(c2=O)Cc2cc3c(N)cccc3nc2-1 (stereo not drawn)	-5.5%	x	-6.2%	x	0.5	-6.3%	29.7%	1.6%	-2.7%
CCCC(=O)Nc1cc(C(=O)N2CCC3(CC2)OCCO3)ccc1S(=O)(=O)c1ccc(C)cc1	4.7%	4.3%	-8.3%	15.1%[59 µM]	-0.7	-10.1%	20.5%	4.6%	2.8%
O=C(Cc1ccccc1)OCCN1CCCCC1	2.9%	5.3%	-4.0%	-19.1%	-2.3	-10.0%	27.6%	-1.1%	-4.4%
CCCCP(=O)(O)CCC(=O)O	-4.0%	u	-12.7%	-24.8%[12.7 µM]	0.7	-6.1%	44.2%[activator]	-2.8%	4.4%
CC1([N+](=O)[O-])COP(=O)(NCc2cccnc2)OC1 (stereo not drawn)	-4.0%	x	-4.2%	x	5.2	-8.6%	40.3%[activator]	3.2%	-6.1%
O=C(c1cc2c(s1)CCCCCC2)N1CCC2(CC1)OCCO2	0.6%	6.3%	-18.2%	-3.1%[59 µM]	10.9	-9.4%	12.4%	-0.1%	4.5%
Nc1c(C(=O)NCCc2ccccc2)c2nc3ccccc3nc2n1CCN1CCOCC1	-0.1%	21.5%	-14.5%	27.1%[59 µM]	2.2	-7.2%	71.8%[activator]	4.9%	x
COc1cc2c(cc1OC)C1[C@H]3C(=CC[C@H]1OC2O)CCN3C (stereo partly drawn)	-4.4%	x	-6.2%	x	-0.2	-7.9%	51.5%[activator]	-0.9%	-1.2%
Cc1nn(-c2ccccc2)c(C)c1NC(=O)COC(=O)Cc1ccccc1	-0.4%	-2.3%	-1.4%	-0.2%	-8.1	-4.6%	23.6%	-0.8%	3.2%
COc1ccc(-[n+]2c(-c3ccccc3)cc(-c3ccccc3)cc2-c2ccccc2)cc1	-0.3%	0.0%	-19.4%	-2.1%[12.7 µM]	2.5	-9.2%	-2.5%	16.2%	-0.8%
CCOC(=O)C1CCN(C(C)C(=O)c2c(C)[nH]c3cc(C)ccc23)CC1 (stereo not drawn)	0.6%	7.0%	-20.5%	-2.4%[59 µM]	-3.2	-18.9%	17.2%	8.0%	i
CCOc1ccc(CN(CCc2ccc3c(c2)OCO3)Cc2cccc(OC)c2)cc1	-3.9%	31.6µM*	6.31µM*	2.24µM*	-0.5	-12.6%	u	-11.9%	i
CC(=O)OC1(c2ccccc2)CCN(C)CC1(C)C (stereo not drawn)	1.4%	-15.0%	12.0%	-3.9%	1.0	-15.5%	40.3%[activator]	3.6%	-2.6%
Cc1nn(Cc2ccccc2)c(C)c1C(=O)NCc1ccccc1F	-1.1%	-9.5%	-3.3%	19.4%[59 µM]	-0.8	-7.2%	13.1%	-6.6%	-3.0%
CN1C(=O)C(=Cc2ccccc2OS(=O)(=O)c2ccccc2)C(=O)N(C)C1=O	-6.4%	u	-30.8%	x	-11.5	4.3%	51.1%[activator]	34.9%[activator]	7.4%
Cc1ccc2nc(C)n(-c3ccc(F)cc3)c(=O)c2c1	-0.2%	-4.2%	-8.3%[11.4 µM]	2.4%	1.4	10.7%	-1.7%	3.9%	7.5%
CNCCC(Oc1ccc(C(F)(F)F)cc1)c1ccccc1 (stereo not drawn)	u	-14.8%	-0.7%	-24.2%[59 µM]	2.1&-3.9&0.6	-25.9%	36.2%	-9.5%&10.0%	7.8%

Some of the compounds tested. The share of hits here may be higher or lower than overall.
